Screens: PubChem, several laboratories
NadD block: NadD (S. aureus) enzyme inhibition; purified NadD enzyme, colorimetric absorbance read-out; inhibition, % at 20 µM; hit rate 0.78% among 360,000; AID 602399; in the data active = inhibition above about 26%; also: some compounds past the cut are filed as inactive
SUMO1 PPI mod: modulators of human SUMO1-mediated protein-protein interactions; SUMO1 binding to a labelled peptide, TR-FRET, 1 h; inhibition, % at 20 µM; hit rate 0.33% among 360,000; in the data active = inhibition above about 37%
Target sequence (P63165 whole entry, looked up): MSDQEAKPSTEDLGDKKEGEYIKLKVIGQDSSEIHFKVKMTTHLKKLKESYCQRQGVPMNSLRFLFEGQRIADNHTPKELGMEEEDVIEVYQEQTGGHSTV
SKN-1 inh: C. elegans SKN-1 inhibition | inhibition, % at 21.8 µM | hit rate 0.49% among 360,000 | C. elegans VP596 Pgst-4::GFP/RFP ratio, acrylamide-induced, 24 h | AID 624304;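 active = interference check ratio from 0.5 to 1.5 plus GFP to RFP signal ratio inhibition reaching or exceeding a fixed threshold, cut at about 30% in these data, passing the limit was not always enough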; also: some compounds called inactive have numbers as strong as hits
STEP block: STEP (human) phosphatase inhibition | P54829 | hit rate 0.25% among 360,000 | recombinant STEP, OMFP fluorogenic substrate, fluorescence | inhibition, % at 20 µM;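 active = inhibition at 20 µM, scaled per plate between control wells, above about 37%, limit read from the data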;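 also: 0% = DMSO with enzyme and substrate and 100% = substrate only without enzyme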
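System: STEP phosphatase, cell-free reaction; Buffer or medium: Bis-Tris pH 6.0 buffer with DTT, detergent; Incubation: 20 min at room temperature, dark; Measured by: fluorescence, 480/540 nm.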
Neddylation inh: cullin neddylation inhibition. P61081+Q13564. TR-FRET cullin neddylation, biochemical. calls only at 25 µM. hit rate 0.58% among 360,000. AID 651699; in the data active = inhibition above about 36%
Target sequence (P61081 whole entry, looked up): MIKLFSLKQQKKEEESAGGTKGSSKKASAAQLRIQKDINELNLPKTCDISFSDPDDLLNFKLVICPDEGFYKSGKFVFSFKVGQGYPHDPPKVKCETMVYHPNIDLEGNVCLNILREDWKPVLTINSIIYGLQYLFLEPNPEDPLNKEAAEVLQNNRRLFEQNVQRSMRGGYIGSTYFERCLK
Target sequence (Q13564 whole entry, looked up): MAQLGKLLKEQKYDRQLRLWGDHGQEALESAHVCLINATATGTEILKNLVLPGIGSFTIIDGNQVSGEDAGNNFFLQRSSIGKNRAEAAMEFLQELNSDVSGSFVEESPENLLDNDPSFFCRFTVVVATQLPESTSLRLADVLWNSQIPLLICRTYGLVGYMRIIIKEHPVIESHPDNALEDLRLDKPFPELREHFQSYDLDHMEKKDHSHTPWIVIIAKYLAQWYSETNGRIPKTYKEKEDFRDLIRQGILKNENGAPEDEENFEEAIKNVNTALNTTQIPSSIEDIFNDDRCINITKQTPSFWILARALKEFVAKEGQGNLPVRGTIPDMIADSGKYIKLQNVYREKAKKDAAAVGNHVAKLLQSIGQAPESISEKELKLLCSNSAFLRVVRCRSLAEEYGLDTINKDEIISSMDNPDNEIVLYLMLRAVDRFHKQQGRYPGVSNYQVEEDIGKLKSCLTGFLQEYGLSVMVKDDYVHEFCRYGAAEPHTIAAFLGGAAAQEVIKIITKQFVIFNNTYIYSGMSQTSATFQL
LMPTP inh: LMPTP (human) inhibition | hit rate 0.22% among 360,000 | recombinant LMPTP-A, OMFP fluorogenic substrate, fluorescence intensity | AID 651560 | inhibition, % at 20 µM | P24666;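 active = compounds that cut the enzyme signal by at least half of the control window in the single-dose screen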;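 also: plate controls were DMSO wells with enzyme plus substrate for no effect and substrate without enzyme for full effect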
Target sequence (P24666 whole entry, looked up): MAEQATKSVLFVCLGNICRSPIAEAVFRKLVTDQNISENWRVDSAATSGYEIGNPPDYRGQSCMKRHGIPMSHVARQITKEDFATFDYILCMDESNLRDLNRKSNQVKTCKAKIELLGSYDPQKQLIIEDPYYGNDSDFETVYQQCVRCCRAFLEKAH
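Assay system: LMPTP-A enzyme. Input: 0.625 nM LMPTP-A final. Probe or stimulus: 400 µM OMFP. Compound dosing: single 20 µM dose. Schedule: 50 min dark incubation at room temperature. Detection: fluorescence intensity of OMFP turnover product. Read-out: percent inhibition versus substrate-only and uninhibited controls. Benchmarks: no-enzyme low control, uninhibited high control.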
Scp1 inh: inhibitors of human Scp-1 phosphatase. Recombinant Scp1, phosphopeptide, malachite green phosphate absorbance. inhibition, % at 20 µM. hit rate 0.88% among 340,000;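 active = inhibition above about 50% at 20 µM, limit read from the data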;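 also: plate controls were DMSO wells with enzyme for no effect and wells lacking enzyme for full effect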
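Test system: SCP-1 phosphatase catalytic domain, residues 76-261 | Compound dosing: One concentration, 20 µM, with 1.0% DMSO | Schedule: 45 min room-temperature reaction, 5 min colour, 30 min stabiliser | Detection: Absorbance at 630 nm | Read-out basis: % inhibition of SCP-1 phosphate liberation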
DNMT1 block: DNMT1 (human) enzyme inhibition; P26358; DNMT1 molecular beacon, Hinp1I cleavage, fluorescence; inhibition (reported as % activation of signal), % at 10 µM; hit rate 0.83% among 360,000; AID 588458; in the data active = inhibition above about 50%
CendR NRP1 mod: modulators of CendR peptide binding to human neuropilin-1. FAM-RPARPAR peptide binding to NRP-1, fluorescence polarization. hit rate 0.85% among 360,000. inhibition, % at 25 µM. O14786. AID 602438;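 active = inhibition or corrected inhibition above about 18%, plus a signal ratio from 0.5 to 1.5, limit read from the data, passing the limit was not always enough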; also: strong numbers were not always called active
TbMetRS inhib: Trypanosoma brucei MetRS inhibition; purified T. brucei MetRS, ATP depletion, Kinase-Glo luminescence; inhibition, % at 11.9 µM; hit rate 0.4% among 360,000; AID 624268;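 active = inhibition above a per-plate cutoff of the control wells' mean inhibition plus 3 SD, cut at about 5.5% in these data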;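 also: 0% = DMSO wells median and 100% = median of wells with control inhibitor compound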
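Test system: purified T. brucei MetRS enzyme. Also added: ATP, methionine and E. coli bulk tRNA substrates. Compound: 11.9 µM single point. Schedule: 15 min enzyme-compound preincubation, 2 h reaction, 10 min detection, 25 °C. Signal: luciferase luminescence of residual ATP, Kinase-Glo. Evaluation: percent inhibition versus plate control medians. Controls: DMSO wells, low control.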
An asterisk follows results filed as active.

Preview:
For CC(C)CCN1CCN(Cc2cccn2-c2nccs2)CC1CCO (centres undefined) the results were NadD block -2.2, SUMO1 PPI mod 3.4, SKN-1 inh -11.2, STEP block 2.1, Neddylation inh inactive, LMPTP inh 0.7, Scp1 inh 0.7, DNMT1 block 4.5, CendR NRP1 mod -4.4 and TbMetRS inhib -0.9.
`Cc1ccc(SCc2ccc(C(=O)Nc3ccccc3Br)cc2)cc1` gave NadD block 8.1, SUMO1 PPI mod 4.3, SKN-1 inh 8.4, STEP block 1.8, Neddylation inh inactive, LMPTP inh 3.6, Scp1 inh -10.1, DNMT1 block -1.3, CendR NRP1 mod -3.7 and TbMetRS inhib 0.0.

The listing, repeating the preview:
For CC(C)CCN1CCN(Cc2cccn2-c2nccs2)CC1CCO (centres undefined) the results were NadD block -2.2, SUMO1 PPI mod 3.4, SKN-1 inh -11.2, STEP block 2.1, Neddylation inh inactive, LMPTP inh 0.7, Scp1 inh 0.7, DNMT1 block 4.5, CendR NRP1 mod -4.4 and TbMetRS inhib -0.9.
`Cc1ccc(SCc2ccc(C(=O)Nc3ccccc3Br)cc2)cc1` gave NadD block 8.1, SUMO1 PPI mod 4.3, SKN-1 inh 8.4, STEP block 1.8, Neddylation inh inactive, LMPTP inh 3.6, Scp1 inh -10.1, DNMT1 block -1.3, CendR NRP1 mod -3.7 and TbMetRS inhib 0.0.
For COc1ccccc1-n1nc(C(=O)Nc2ccc3c(c2)OCO3)c2ccccc2c1=O the results were NadD block -0.1, SUMO1 PPI mod -1.4, SKN-1 inh 9.8, STEP block -1.7, Neddylation inh inactive, LMPTP inh 1.9, Scp1 inh 2.9, DNMT1 block -4.3, CendR NRP1 mod 12.9 and TbMetRS inhib -1.2.
Screening CCS(=O)(=O)N1Cc2ccccc2CC1C(=O)Nc1nc2ccccc2[nH]1 (centres undefined) returned NadD block 1.0, SUMO1 PPI mod -4.0, SKN-1 inh 3.2, STEP block -0.2, Neddylation inh inactive, LMPTP inh -0.9, Scp1 inh -10.8, DNMT1 block -0.8, CendR NRP1 mod -11.0 and TbMetRS inhib 0.0.
`Cc1ccc(C#CC[N+](C)(C)CC#Cc2ccccc2)cc1` gave NadD block -6.9, SUMO1 PPI mod -2.5, SKN-1 inh 1.4, STEP block 1.0, Neddylation inh inactive, LMPTP inh -1.6, Scp1 inh 1.8, DNMT1 block 0.2, CendR NRP1 mod -18.3 and TbMetRS inhib -0.5.
Screening CCOC(=O)CNc1ccc(OC(F)(F)F)cc1 returned NadD block -5.2, SUMO1 PPI mod -14.8, SKN-1 inh -3.1, STEP block -0.8, Neddylation inh inactive, LMPTP inh -0.3, Scp1 inh -10.8, DNMT1 block 0.3, CendR NRP1 mod -3.8 and TbMetRS inhib -0.2.
Cn1c(C(=O)OC(C(=O)NC2CCCC2)c2ccncc2)cc2sccc21 (centres undefined) was read as NadD block -0.2, SUMO1 PPI mod -1.7, SKN-1 inh -9.3, STEP block -2.1, Neddylation inh inactive, LMPTP inh -1.7, Scp1 inh -3.0, DNMT1 block -2.0, CendR NRP1 mod -5.8 and TbMetRS inhib 0.2.
For COc1cccc(CNC(=O)COC(=O)c2ccc(Cl)s2)c1 the results were NadD block 1.9, SUMO1 PPI mod -2.5, SKN-1 inh 11.7, STEP block -3.4, Neddylation inh inactive, LMPTP inh 0.0, Scp1 inh 0.5, DNMT1 block -0.7, CendR NRP1 mod -7.3 and TbMetRS inhib -0.2.
For CCC1(C)C2(C#N)C(N)=NC(OC)(OC)C12C#N (centres undefined) the results were NadD block 8.6, SUMO1 PPI mod 3.7, SKN-1 inh 7.2, STEP block 7.0, Neddylation inh inactive, LMPTP inh -0.6, Scp1 inh 28.9, DNMT1 block 1.4, CendR NRP1 mod 0.2 and TbMetRS inhib -1.0.
Screening O=C(Nc1ccc2nn(-c3ccccc3)nc2c1)c1ccc(Br)o1 returned NadD block 12.9, SUMO1 PPI mod 1.4, SKN-1 inh 6.8, STEP block 17.4, Neddylation inh inactive, LMPTP inh 41.7, Scp1 inh 92.7*, DNMT1 block 76.0*, CendR NRP1 mod -9.1 and TbMetRS inhib 0.2.
Cc1ccc2[nH]c(=O)c(CN(CCCN3CCOCC3)C(=O)Nc3ccc(Cl)cc3)cc2c1 was read as NadD block 0.5, SUMO1 PPI mod -3.3, SKN-1 inh 7.3, STEP block -1.7, Neddylation inh inactive, LMPTP inh 1.8, Scp1 inh 1.6, DNMT1 block -3.0, CendR NRP1 mod -10.1 and TbMetRS inhib 1.3.
Screening CCc1nnc(NC(=O)CSCc2cc(=O)n3nc(C(C)C)sc3n2)s1 returned NadD block 0.3, SUMO1 PPI mod 3.7, SKN-1 inh 10.0, STEP block -3.0, Neddylation inh inactive, LMPTP inh -0.3, Scp1 inh -6.8, DNMT1 block 0.3, CendR NRP1 mod 10.3 and TbMetRS inhib 0.2.
`CCc1ccc(C(=O)COC(=O)c2ccccc2OC)cc1` gave NadD block -2.8, SUMO1 PPI mod 6.2, SKN-1 inh -8.3, STEP block -1.9, Neddylation inh inactive, LMPTP inh -0.1, Scp1 inh -21.8, DNMT1 block -0.4, CendR NRP1 mod 3.0 and TbMetRS inhib -0.2.
CCOc1ccc2sc(NS(=O)(=O)c3ccc(N)cc3)nc2c1 was read as NadD block -0.6, SUMO1 PPI mod -1.8, SKN-1 inh -4.2, STEP block -2.2, Neddylation inh inactive, LMPTP inh -0.1, Scp1 inh -8.4, DNMT1 block 0.3, CendR NRP1 mod 6.7 and TbMetRS inhib 0.5.
Screening O=S(=O)(Cc1ccc(Cl)cc1)N1CCN(Cc2ccccc2)CC1 returned NadD block 2.7, SUMO1 PPI mod 2.8, SKN-1 inh 7.4, STEP block -1.1, Neddylation inh inactive, LMPTP inh 1.9, Scp1 inh -1.8, DNMT1 block 13.6, CendR NRP1 mod -4.8 and TbMetRS inhib 0.2.
CC(OC(=O)c1cccc(S(=O)(=O)N2CCCC2)c1)C(=O)NC1CCCCC1C (centres undefined) was read as NadD block -5.6, SUMO1 PPI mod -6.1, SKN-1 inh 2.1, STEP block 3.5, Neddylation inh inactive, LMPTP inh -0.6, Scp1 inh -0.8, DNMT1 block 21.0, CendR NRP1 mod -4.5 and TbMetRS inhib -0.1.
Screening CCc1ccc(-n2c(C)n[nH]c2=S)cc1 returned NadD block 3.6, SUMO1 PPI mod -4.0, SKN-1 inh -1.6, STEP block -1.7, Neddylation inh inactive, LMPTP inh -1.9, Scp1 inh -6.2, DNMT1 block 0.5, CendR NRP1 mod -1.5 and TbMetRS inhib -0.9.
O=C(NCc1ccco1)C1CCCN(S(=O)(=O)c2cnc[nH]2)C1 (centres undefined) was read as NadD block 0.2, SUMO1 PPI mod -1.1, SKN-1 inh -3.2, STEP block -0.7, Neddylation inh inactive, LMPTP inh -2.1, Scp1 inh -3.1, DNMT1 block -1.7, CendR NRP1 mod 3.3 and TbMetRS inhib -0.1.
N#CNC(=Nc1cccc(F)c1)SCc1ccccc1F was read as NadD block -6.9, SUMO1 PPI mod 1.9, SKN-1 inh 6.9, STEP block 1.6, Neddylation inh inactive, LMPTP inh -1.3, Scp1 inh -1.4, DNMT1 block 4.9, CendR NRP1 mod -0.5 and TbMetRS inhib -0.4.
Screening Cc1ccccc1Nc1nc(N)nc(COC(=O)CCS(=O)(=O)c2ccccc2)n1 returned NadD block 16.1, SUMO1 PPI mod 1.4, SKN-1 inh -2.3, STEP block 0.8, Neddylation inh inactive, LMPTP inh 0.0, Scp1 inh -4.9, DNMT1 block -9.1, CendR NRP1 mod -0.5 and TbMetRS inhib -0.5.
Screening CCCC(=O)OCCNc1cc(SCc2ccco2)c2nonc2c1[N+](=O)[O-] returned NadD block 8.7, SUMO1 PPI mod 24.2, SKN-1 inh -11.1, STEP block 6.2, Neddylation inh inactive, LMPTP inh 8.3, Scp1 inh 2.4, DNMT1 block -4.9, CendR NRP1 mod 0.2 and TbMetRS inhib -0.3.
`COc1ccc(-c2ccc3c(=O)cc(-c4ccsc4)oc3c2)cn1` gave NadD block -2.7, SUMO1 PPI mod 18.8, SKN-1 inh 47.3*, STEP block -1.8, Neddylation inh inactive, LMPTP inh 33.5, Scp1 inh 1.2, DNMT1 block 53.1*, CendR NRP1 mod -208.7 and TbMetRS inhib -0.3.
Screening CCOC(=O)Cc1csc(NC(=O)CSc2nnnn2-c2ccc(C)c(C)c2)n1 returned NadD block -2.5, SUMO1 PPI mod 12.6, SKN-1 inh -8.4, STEP block -2.1, Neddylation inh inactive, LMPTP inh 0.3, Scp1 inh -12.1, DNMT1 block -5.8, CendR NRP1 mod 1.4 and TbMetRS inhib -0.4.
CC12CN3CCN(CC(C3)/C1=N\N=C1/C3CN4CCN(C3)CC1(C)C4)C2 was read as NadD block -5.2, SUMO1 PPI mod -1.4, SKN-1 inh 2.4, STEP block -0.4, Neddylation inh inactive, LMPTP inh -6.8, Scp1 inh -6.6, DNMT1 block 2.1, CendR NRP1 mod 9.1 and TbMetRS inhib -0.5.
`Cc1ccc(/C=N/NC(=O)c2ccc3c(c2)OCCO3)s1` gave NadD block 3.5, SUMO1 PPI mod -3.0, SKN-1 inh 5.0, STEP block -1.4, Neddylation inh inactive, LMPTP inh -1.0, Scp1 inh -7.2, DNMT1 block 0.5, CendR NRP1 mod 12.1 and TbMetRS inhib -0.2.
Screening CCCCCCC1C(C#N)=C(N)OC2=C1C(=O)CC(C)(C)C2 (centres undefined) returned NadD block -6.7, SUMO1 PPI mod 5.0, SKN-1 inh -9.3, STEP block -0.5, Neddylation inh inactive, LMPTP inh 1.1, Scp1 inh -9.1, DNMT1 block 1.8, CendR NRP1 mod 1.5 and TbMetRS inhib 0.1.
For COc1ccc(N(C(=O)c2ccccc2OC)C2C=CS(=O)(=O)C2)c(OC)c1 (centres undefined) the results were NadD block -0.2, SUMO1 PPI mod 1.4, SKN-1 inh 9.5, STEP block 2.2, Neddylation inh inactive, LMPTP inh -0.7, Scp1 inh -1.1, DNMT1 block 0.5, CendR NRP1 mod 2.0 and TbMetRS inhib -0.1.
Screening Cc1cc(C(=O)N2CCc3ccccc32)c2ccccc2n1 returned NadD block 7.2, SUMO1 PPI mod -1.9, SKN-1 inh 13.7, STEP block 3.5, Neddylation inh inactive, LMPTP inh 0.3, Scp1 inh 2.5, DNMT1 block 3.9, CendR NRP1 mod -5.5 and TbMetRS inhib -0.6.
`CCn1nnnc1SCC(=O)c1cccc(OC)c1` gave NadD block -1.2, SUMO1 PPI mod 0.2, SKN-1 inh 2.8, STEP block 2.7, Neddylation inh inactive, LMPTP inh -0.8, Scp1 inh -1.9, DNMT1 block -5.2, CendR NRP1 mod 8.1 and TbMetRS inhib -0.3.
